CXCR6 inh: CXCR6 (human) receptor inhibition; hit rate 0.36% among 360,000; inhibition, % at 20 µM; CHO-K1 PathHunter CXCR6 beta-arrestin, luminescence; AID 602244; O00574; in the data active = inhibition above about 34%, passing the limit was not always enough;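 also: antagonist mode with CXCL16 agonist at 10 nM final; 0% = 10 nM CXCL16 with DMSO and 100% = unstimulated wells without agonist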
Target sequence (O00574 whole entry, looked up): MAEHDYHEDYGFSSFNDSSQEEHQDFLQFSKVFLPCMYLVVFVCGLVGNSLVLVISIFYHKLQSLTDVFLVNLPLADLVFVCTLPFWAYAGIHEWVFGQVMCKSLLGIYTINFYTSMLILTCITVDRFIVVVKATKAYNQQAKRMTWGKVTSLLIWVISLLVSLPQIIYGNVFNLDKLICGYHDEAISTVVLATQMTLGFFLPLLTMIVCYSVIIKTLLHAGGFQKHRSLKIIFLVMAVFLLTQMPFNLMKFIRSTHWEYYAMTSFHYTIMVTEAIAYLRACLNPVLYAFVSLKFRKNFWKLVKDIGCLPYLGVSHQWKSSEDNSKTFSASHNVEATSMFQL
tim23-1 inh: inhibits growth of tim23-1 mutant yeast | S. cerevisiae tim23-1 growth, BacTiter-Glo luminescence, 24 h | AID 463212 | hit rate 1.3% among 330,000 | inhibition, % at 20 µM;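 active = growth inhibition of the mutant yeast at or above 50%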;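 also: temperature-sensitive mutant grown at 25 °C; plate controls were DMSO-treated mutant yeast for no effect and medium wells lacking yeast for full effect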
XBP1 UPR activ: adaptive UPR (XBP1) activation | CHO-XBP1 luciferase reporter, IRE1-XBP1 UPR activation, luminescence; percent of tunicamycin response, DMSO as zero | activation, % at 20 µM | hit rate 0.33% among 330,000 | AID 463104;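 active = versus positive control, 20 µM dose yields 30% or more activation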;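 also: 100% = tunicamycin at 10 µg/mL and 0% = DMSO only wells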
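Material – CHO cell line with stable XBP1 luciferase reporter · Buffer or medium – F12 plus 10% FBS · Compound – single point, 20 µM final compound, 1% DMSO · Schedule – 16-18 h cell attachment at 37 °C, then 6 h compound exposure · Signal – Steady-Glo luminescence read · Benchmarks – high control tunicamycin 10 µg/mL final, low control DMSO vehicle only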
EBI2 antag: antagonists of human EBI2 receptor; P32249; EBI2 beta-arrestin recruitment, luminescence, 7a,25-OHC stimulated; inhibition, % at 5 µM; hit rate 0.81% among 360,000; AID 651636; in the data active = inhibition above about 38%;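 also: enzyme fragment complementation signal reports receptor beta-arrestin coupling in cells; 0% = agonist plus DMSO wells and 100% = wells without agonist; some results beyond the cut were filed as inactive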
UPR CHOP act: activators of apoptotic arm of unfolded protein response (CHOP); activation, % at 10 µM; CHO-CHOP luciferase reporter, UPR activation, luminescence; percent of tunicamycin response over DMSO baseline; hit rate 0.34% among 330,000;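 active = at 10 µM dose, activation of 40% or more, normalized to positive control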;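 also: 100% = tunicamycin at 10 µg/mL and 0% = DMSO alone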
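System: CHO-CHOP luciferase reporter cell line | Buffer or medium: F12 medium containing 10% fetal bovine serum | Doses: One dose, 10 µM in 0.5% DMSO | Times: 6 h compound exposure at 37 °C after overnight seeding | Signal: Luciferase luminescence | Read-out: % activation vs tunicamycin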
APJ agonist: APJ receptor agonism; P35414; CHO-K1 APJ PathHunter beta-arrestin, luminescence; 0% DMSO wells, 100% apelin; activation, % at 20 µM; hit rate 0.11% among 330,000; AID 2520;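 active = activation more than six SD over the plate average, tested at 20 µM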;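 also: 0% = DMSO alone and 100% = apelin-13 at 10 nM; some results filed as inactive read as strong as hits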
Target sequence (P35414 whole entry, looked up): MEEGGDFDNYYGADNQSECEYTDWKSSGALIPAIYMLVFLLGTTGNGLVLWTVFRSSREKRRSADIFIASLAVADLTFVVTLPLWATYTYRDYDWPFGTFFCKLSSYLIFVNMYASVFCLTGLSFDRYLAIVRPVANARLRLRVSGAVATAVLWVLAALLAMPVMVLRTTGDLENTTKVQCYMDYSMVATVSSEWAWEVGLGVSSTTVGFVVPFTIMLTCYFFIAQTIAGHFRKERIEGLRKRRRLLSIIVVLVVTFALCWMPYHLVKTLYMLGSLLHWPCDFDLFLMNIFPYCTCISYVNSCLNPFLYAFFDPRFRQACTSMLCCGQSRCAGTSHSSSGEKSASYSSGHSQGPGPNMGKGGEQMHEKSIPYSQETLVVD
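Assay system: CHO-K1 cells stably expressing ProLink-tagged human APJ and arrestin–beta-gal acceptor. Compound dosing: 20 µM single point, 1% DMSO. Times: 16-18 h seeding, 90 min dark compound exposure, 60 min detection. Detection: beta-gal luminescence. Evaluation: APJ–arrestin association signal. Controls: negative DMSO alone, positive Apelin-13 at 10 nM.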
CCR6 antag: blocks CCL20-driven beta-arrestin recruitment at human CCR6; hit rate 0.49% among 340,000; P51684; inhibition, % at 20 µM; CHO-K1 CCR6 PathHunter beta-arrestin, luminescence, CCL20-stimulated; AID 493098;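 active = compounds whose inhibition of the agonist-driven luminescence signal at 20 µM reaches about 50%, limit read from the data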;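 also: cells stimulated with CCL20 at 14 nM final; plate controls were DMSO with CCL20 for no effect and DMSO without agonist for full effect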
Target sequence (P51684 whole entry, looked up): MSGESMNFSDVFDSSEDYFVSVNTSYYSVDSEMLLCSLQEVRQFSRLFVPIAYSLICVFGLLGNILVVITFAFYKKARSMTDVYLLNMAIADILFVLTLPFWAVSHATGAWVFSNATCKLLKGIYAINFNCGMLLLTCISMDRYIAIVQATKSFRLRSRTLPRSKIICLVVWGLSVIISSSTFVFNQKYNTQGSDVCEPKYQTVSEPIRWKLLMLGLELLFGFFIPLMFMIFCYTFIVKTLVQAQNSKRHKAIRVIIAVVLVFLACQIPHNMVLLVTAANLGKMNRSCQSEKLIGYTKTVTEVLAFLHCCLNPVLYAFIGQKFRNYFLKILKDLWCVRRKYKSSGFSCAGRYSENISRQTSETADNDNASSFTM
APJ antagonist: antagonists of human APJ apelin receptor; P35414; CHO-K1 APJ beta-arrestin complementation, luminescence; inhibition, % at 20 µM; hit rate 0.32% among 330,000;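 active = inhibition above about 40% at 20 µM, limit read from the data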;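 also: cells challenged with 10 nM apelin-13 agonist together with compound; plate controls were apelin-13 plus DMSO wells for no effect and DMSO wells lacking apelin-13 for full effect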
Mdm2-MdmX inh: inhibitors of human Mdm2/MdmX interaction | O15151+Q00987 | SaOS-2 split-luciferase Mdm2/MdmX complementation, luminescence | inhibition, % at 8 µM | hit rate 3% among 330,000 | AID 485346;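 active = inhibition of at least 50% at 8 µM in the primary screen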
* = called active by the depositor; / = no result given. Some of the compounds tested. The share of hits here may be higher or lower than overall.

SMILES	CXCR6 inh	tim23-1 inh	XBP1 UPR activ	EBI2 antag	UPR CHOP act	APJ agonist	CCR6 antag	APJ antagonist	Mdm2-MdmX inh
CCOc1ccc2nc(NC(=O)CS(=O)(=O)c3ccccc3)sc2c1	-12	1	1	6	1.0	-4	-6	18	19
O=C(COC(=O)C1CCC1)Nc1cccc(S(=O)(=O)N2CCOCC2)c1	0	-6	-1	2	1.2	-2	1	8	-14
CCc1nnc(NC(=O)c2ccc3c(c2)C(=O)N(CC(C)C)C3=O)s1	/	-43	1	/	2.8	-4	/	5	16
O=C(CSc1nnnn1C1CCCC1)N1CCCc2ccccc21	2	35	3	3	-0.2	-5	9	13	-9
Cc1nn(C)c(C)c1-c1c(C#N)c(N)nc2c1CCCCCC2	-5	-1	1	-4	-0.7	3	-2	6	-6
CCCNC(=O)OCc1cccnc1Sc1ccc(C)cc1	-3	6	5	-4	2.7	-3	1	28	-1
O=C(N=c1nc2ccccn2s1)c1ccccc1	6	33	-5	-4	-5.4	1	-6	-10	4
CCCCCNC(=O)c1ccc2c(=O)[nH]c3c(C(=O)NCC4CCCO4)sc(=S)n3c2c1 (stereo unspecified)	20	12	0	7	0.6	-2	18	16	12
Cc1cccc(-n2c(CNC(=O)c3ccc(S(=O)(=O)N(C)C)cc3)nnc2SCC(=O)Nc2ccc(F)cc2)c1	0	6	-3	2	-0.1	-4	-8	7	24
COc1cc(/C=C(/NC(=O)c2ccccc2)C(=O)Nc2ccc(O)cc2)c([N+](=O)[O-])cc1OC	5	12	5	-10	1.6	0	2	2	-14
O=C(NNC(=O)[C@@H]1CCCC[C@@H]1C(=O)O)c1cccs1	-1	0	-3	-11	-0.1	4	-12	-7	7
CC1(C)Cc2ccccc2C(NNC(=O)c2cccnc2)=N1	3	20	-8	4	-4.9	-2	9	-17	-6
CCOC(=O)C1=C(O)C(=O)N(c2ccc(S(N)(=O)=O)cc2)C1c1ccc(Cl)cc1 (stereo unspecified)	4	16	2	-2	0.6	2	4	-18	22
CCOC(=O)c1cnn2c(C(F)(F)F)cc(-c3ccccc3)nc12	-5	13	2	6	-1.6	-2	13	15	21
CCc1nc(SCC(=O)c2cccc([N+](=O)[O-])c2)n[nH]1	-14	14	-3	-17	1.0	-4	-26	-14	-30
CCCCn1c(SCC(=O)Nc2oc(C)c3c(C)n[nH]c(=O)c23)nc2cc(S(N)(=O)=O)ccc21	5	-19	-2	-4	0.5	-7	-3	1	-11
CCC(C)c1ccc(NC(=O)NCCN2CCCCC2)cc1 (stereo unspecified)	-14	1	0	10	0.6	1	16	8	7
O=C(CNC(=O)c1ccc(Cl)cc1Cl)OCn1nnc2ccccc2c1=O	-2	20	-2	7	-0.8	-7	-5	17	4
CCOC(=O)c1c(/N=C/c2ccc(C)cc2O)sc2c1CCN(C)C2	1	22	-3	1	-5.7	-3	-10	8	44
O=C(CSc1nc2ccccc2c(=O)n1CC1CCCO1)Nc1ccccc1 (stereo unspecified)	1	14	-3	0	1.6	-1	7	-14	-12
COc1cc(/C=N/N=C2/NC(=O)C(CC(=O)O)S2)ccc1OCc1cccc(Cl)c1 (stereo unspecified)	-3	-16	-2	-5	6.5	-4	8	17	-18
Cc1nnc(NC(=O)CN2C(=O)NC3(CCCC3)C2=O)s1	-2	10	-1	1	1.6	-2	7	-1	-14
CC(=O)Nc1cccc(OCC(=O)NCCC2=CCCCC2)c1	-8	11	-1	-6	3.4	5	-10	2	-28
CCOc1ccc(/C=N/NC(=O)CC(=O)Nc2ccc(Cl)c(Cl)c2)cc1	-4	-12	-1	-9	0.3	-2	12	8	7
COc1ccc(-n2c(C)cc(C(=O)CSc3nnc(-c4cccs4)o3)c2C)cc1	1	10	-1	7	-0.4	-3	15	-7	18

3 entries from above, sorted by length of the SMILES, falling.
SMILES	CXCR6 inh	tim23-1 inh	XBP1 UPR activ	EBI2 antag	UPR CHOP act	APJ agonist	CCR6 antag	APJ antagonist	Mdm2-MdmX inh
CCCCn1c(SCC(=O)Nc2oc(C)c3c(C)n[nH]c(=O)c23)nc2cc(S(N)(=O)=O)ccc21	5	-19	-2	-4	0.5	-7	-3	1	-11
CC1(C)Cc2ccccc2C(NNC(=O)c2cccnc2)=N1	3	20	-8	4	-4.9	-2	9	-17	-6
CCC(C)c1ccc(NC(=O)NCCN2CCCCC2)cc1 (stereo unspecified)	-14	1	0	10	0.6	1	16	8	7

Part of the list above, with values under each structure:
Results follow in this order: CXCR6 inh, tim23-1 inh, XBP1 UPR activ, EBI2 antag, UPR CHOP act, APJ agonist, CCR6 antag, APJ antagonist, Mdm2-MdmX inh
O=C(N=c1nc2ccccn2s1)c1ccccc1
→ 6, 33, -5, -4, -5.4, 1, -6, -10, 4
CCCCCNC(=O)c1ccc2c(=O)[nH]c3c(C(=O)NCC4CCCO4)sc(=S)n3c2c1 (stereo unspecified)
→ 20, 12, 0, 7, 0.6, -2, 18, 16, 12
Cc1cccc(-n2c(CNC(=O)c3ccc(S(=O)(=O)N(C)C)cc3)nnc2SCC(=O)Nc2ccc(F)cc2)c1
→ 0, 6, -3, 2, -0.1, -4, -8, 7, 24
COc1cc(/C=C(/NC(=O)c2ccccc2)C(=O)Nc2ccc(O)cc2)c([N+](=O)[O-])cc1OC
→ 5, 12, 5, -10, 1.6, 0, 2, 2, -14
O=C(NNC(=O)[C@@H]1CCCC[C@@H]1C(=O)O)c1cccs1
→ -1, 0, -3, -11, -0.1, 4, -12, -7, 7
CC1(C)Cc2ccccc2C(NNC(=O)c2cccnc2)=N1
→ 3, 20, -8, 4, -4.9, -2, 9, -17, -6
CCOC(=O)C1=C(O)C(=O)N(c2ccc(S(N)(=O)=O)cc2)C1c1ccc(Cl)cc1 (stereo unspecified)
→ 4, 16, 2, -2, 0.6, 2, 4, -18, 22
CCOC(=O)c1cnn2c(C(F)(F)F)cc(-c3ccccc3)nc12
→ -5, 13, 2, 6, -1.6, -2, 13, 15, 21
CCc1nc(SCC(=O)c2cccc([N+](=O)[O-])c2)n[nH]1
→ -14, 14, -3, -17, 1.0, -4, -26, -14, -30
CCCCn1c(SCC(=O)Nc2oc(C)c3c(C)n[nH]c(=O)c23)nc2cc(S(N)(=O)=O)ccc21
→ 5, -19, -2, -4, 0.5, -7, -3, 1, -11
CCC(C)c1ccc(NC(=O)NCCN2CCCCC2)cc1 (stereo unspecified)
→ -14, 1, 0, 10, 0.6, 1, 16, 8, 7
O=C(CNC(=O)c1ccc(Cl)cc1Cl)OCn1nnc2ccccc2c1=O
→ -2, 20, -2, 7, -0.8, -7, -5, 17, 4
CCOC(=O)c1c(/N=C/c2ccc(C)cc2O)sc2c1CCN(C)C2
→ 1, 22, -3, 1, -5.7, -3, -10, 8, 44
O=C(CSc1nc2ccccc2c(=O)n1CC1CCCO1)Nc1ccccc1 (stereo unspecified)
→ 1, 14, -3, 0, 1.6, -1, 7, -14, -12
COc1cc(/C=N/N=C2/NC(=O)C(CC(=O)O)S2)ccc1OCc1cccc(Cl)c1 (stereo unspecified)
→ -3, -16, -2, -5, 6.5, -4, 8, 17, -18

Remaining list, next part
SMILES	CXCR6 inh	tim23-1 inh	XBP1 UPR activ	EBI2 antag	UPR CHOP act	APJ agonist	CCR6 antag	APJ antagonist	Mdm2-MdmX inh
CN(C)c1ccc(C2CC(=O)C=C(Nc3ccccc3N)C2)cc1 (stereo unspecified)	-4	13	1	-3	1.4	-2	6	-11	2
CCO[C@@H]1OC(C(=O)Nc2ccccc2)=C[C@H](c2ccc(Br)cc2)[C@H]1CCCO	12	20	-1	3	0.4	0	4	8	5
COC(=O)c1ccccc1NC(=O)Cn1c(-c2nonc2N)nc2ccccc21	-5	-4	17	-6	-0.6	-3	1	0	49
Cn1c(CC(=O)Nc2ccccc2Cl)nnc1SCC(=O)Nc1nncs1	4	-14	-2	-9	-0.8	2	13	-9	4
CCC1CCCCN1CC(=O)c1c(C)[nH]c2cc(C)ccc12 (stereo unspecified)	7	-5	-2	6	-0.7	-5	15	12	10
O=C(NCCCn1ccnc1)c1cnn2c1NC(c1ccccc1)CC2C(F)(F)F (stereo unspecified)	-2	9	-4	-10	-1.8	1	1	6	-14
Cc1ccc2nc(SCC(=O)c3cc(C)n(C)c3C)[nH]c2c1	-1	11	-5	6	1.5	-2	-6	4	0
CCCC(=O)c1ccc(N2CCN(S(=O)(=O)c3ccccc3)CC2)c(F)c1	10	7	1	2	-1.1	5	26	0	24
CCOC(=O)CSc1nc2c(cnn2-c2ccc(Cl)cc2)c(=O)[nH]1	2	3	-7	-8	1.2	-2	4	15	35
CC(C)c1ccc(N(CC(=O)NCCSC(C)(C)C)S(C)(=O)=O)cc1	-3	16	4	-8	-1.8	-1	-6	-4	-3
CNc1cc(C(F)(F)F)nc(-c2ccccn2)n1	-2	7	4	-14	-0.9	-3	-5	2	-3
COc1ccc(C2C(C(=O)Nc3cccc(C)n3)c3ccccc3C(=O)N2C)cc1 (stereo unspecified)	4	22	0	-1	-1.3	-2	9	12	17
COc1ccc(CNC(=O)C(C)N2CCN(c3ccc(C(C)=O)cc3)CC2)cc1 (stereo unspecified)	0	11	-2	-6	2.2	-4	1	-7	-1
CCOC(=O)CSc1nnc(CNC(=O)c2ccccc2OC)n1-c1ccc(OC)cc1	2	5	-2	1	0.7	-4	-2	-8	3
O=C(N=Nc1c(O)[nH]c2ccccc12)c1cc(-c2cccs2)[nH]n1	-4	12	1	-3	1.6	0	28	-15	-18
O=C(NCc1ccc(Cl)cc1Cl)c1ccc2nc[nH]c2c1	-14	1	-1	-12	3.6	-1	-1	-1	17
Cc1ccc(N(C(=O)CNC(=O)c2ccco2)C(C(=O)NC2CCCC2)c2ccncc2)c(C)c1 (stereo unspecified)	5	-2	-7	0	2.9	-3	18	-3	6
O=C(c1ccc(-c2cccc([N+](=O)[O-])c2)o1)N1CCN(c2ccc([N+](=O)[O-])cc2)CC1	-12	27	-5	-1	4.1	-2	-4	15	33
O=C(O)c1cn(Cc2ccccn2)c(=O)c2ccccc12	-2	-5	0	-4	-1.6	-3	-6	12	6
CCCCn1c(N)c(N(CCOC)C(=O)CN2C(=O)c3ccccc3C2=O)c(=O)[nH]c1=O	5	12	-3	2	0.2	13	5	16	-12
CCc1ccc(NC(=O)CCn2nc(C)c(S(=O)(=O)N3CCCCC3)c2C)cc1	3	21	-7	1	5.9	3	1	8	6
Cc1ccc(C(C)C)cc1OCC(=O)Nc1nnc(C2CC2)s1	1	-5	-2	-7	0.1	-3	10	13	88*

Mdm2-MdmX inh, entries above that show a hit.
| mol | CXCR6 inh | XBP1 UPR activ | EBI2 antag | CCR6 antag | APJ antagonist | Mdm2-MdmX inh |
| --- | --- | --- | --- | --- | --- | --- |
| Cc1ccc(C(C)C)cc1OCC(=O)Nc1nnc(C2CC2)s1 | 1 | -2 | -7 | 10 | 13 | 88* |

From PubChem BioAssay
